Assay outcomes (PubChem)
PPARg SRC3 recr: promotes SRC-3 coactivator recruitment by human PPARgamma; biochemical PPARgamma/SRC-3 coactivator recruitment assay; 0.26% of 200,000 active; activation, % at 8 µM; P37231; in the data active = activation above about 23%;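 note: 0% = DMSO and 100% = reference agonist; some compounds past the cut are filed as inactive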
Target sequence (P37231 whole entry, looked up): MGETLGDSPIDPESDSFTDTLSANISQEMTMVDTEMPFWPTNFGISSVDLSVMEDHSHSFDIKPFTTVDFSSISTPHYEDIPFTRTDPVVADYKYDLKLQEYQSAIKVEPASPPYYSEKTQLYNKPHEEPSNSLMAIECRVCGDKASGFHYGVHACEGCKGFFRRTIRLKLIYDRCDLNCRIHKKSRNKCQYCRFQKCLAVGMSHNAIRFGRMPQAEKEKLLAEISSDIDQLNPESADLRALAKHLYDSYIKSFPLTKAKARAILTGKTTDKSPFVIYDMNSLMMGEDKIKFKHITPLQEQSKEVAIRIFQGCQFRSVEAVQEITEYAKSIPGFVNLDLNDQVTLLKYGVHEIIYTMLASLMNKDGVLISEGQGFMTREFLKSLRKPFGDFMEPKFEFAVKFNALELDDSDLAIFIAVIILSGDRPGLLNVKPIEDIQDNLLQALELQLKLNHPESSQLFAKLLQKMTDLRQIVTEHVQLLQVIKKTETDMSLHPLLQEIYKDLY
TNAP inh no acc: TNAP (human) inhibition, acceptor-free conditions; P05186; purified TNAP, CDP-star luminescence, 30 min; inhibition, % at 20 µM; 0.26% of 200,000 active; AID 1012;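 active = tissue-nonspecific alkaline phosphatase inhibition above about 50% at 20 µM in the single-dose screen, limit read from the data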;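 note: 0% = DMSO negative control and 100% = EDTA positive control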
Target sequence (P05186 whole entry, looked up): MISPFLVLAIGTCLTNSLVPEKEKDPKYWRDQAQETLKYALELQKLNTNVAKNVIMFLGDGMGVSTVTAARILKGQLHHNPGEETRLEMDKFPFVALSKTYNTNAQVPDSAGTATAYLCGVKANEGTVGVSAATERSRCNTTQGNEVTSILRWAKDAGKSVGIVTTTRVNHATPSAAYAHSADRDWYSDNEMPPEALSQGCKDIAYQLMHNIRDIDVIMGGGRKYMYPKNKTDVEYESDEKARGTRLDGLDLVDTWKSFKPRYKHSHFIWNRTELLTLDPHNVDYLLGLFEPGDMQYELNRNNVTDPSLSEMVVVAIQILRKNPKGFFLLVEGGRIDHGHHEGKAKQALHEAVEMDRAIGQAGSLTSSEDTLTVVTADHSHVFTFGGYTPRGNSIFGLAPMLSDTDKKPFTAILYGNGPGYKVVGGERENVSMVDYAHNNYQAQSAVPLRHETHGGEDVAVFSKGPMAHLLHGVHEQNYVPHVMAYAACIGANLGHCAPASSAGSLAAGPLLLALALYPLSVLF
PPARg SRC2 recr: promotes SRC-2 coactivator recruitment by human PPARgamma | P37231 | PPARgamma LBD-SRC-2 recruitment, biochemical | activation, % at 8 µM | 0.34% of 200,000 active | AID 1032; in the data active = activation above about 22%;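 note: 0% = vehicle and 100% = reference agonist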
bIAP act: intestinal alkaline phosphatase (bovine) activation; activation factor at 20 µM; purified bovine IAP, CDP-star luminescence, 30 min; active compounds read high; fold of DMSO-control signal, blank-subtracted; 0.17% of 200,000 active;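 active = activation factor of 2 or more at 20 µM, a signal rise over negative controls twice the positive control's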
TNAP inh hiacc: blocks human TNAP under high phosphate acceptor concentration; P05186; inhibition, % at 20 µM; AID 1135; 0.03% of 200,000 active; purified TNAP, CDP-star luminescence, 1 M DEA;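 active = over 50% inhibition of tissue-nonspecific alkaline phosphatase at 20 µM in the single-dose screen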;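 note: plate controls were DMSO wells for no effect and EDTA-quenched wells as full inhibition for full effect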
SRC2 TRFRET art: TR-FRET artefact, counter-screen to PPARgamma/SRC-2 agonist assay | 0.4% of 200,000 active | active compounds read high | TR-FRET ratio at 8 µM; in the data active = TR-FRET ratio above about 2000; note: inactives centre near 1500; reference of the scale not given here
PPARg SRC1 recr: PPARgamma-driven SRC-1 recruitment agonism. AID 631. 0.41% of 200,000 active. P37231. PPARgamma-SRC-1 coactivator recruitment biochemical assay. activation, % at 8 µM; in the data active = activation above about 19%;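 note: 0% = DMSO and 100% = reference agonist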
HMGR II inh: E. faecalis class II HMG-CoA reductase inhibition. purified E. faecalis HMGR, NADPH absorbance 340 nm kinetic. 0.41% of 190,000 active. inhibition, % at 10 µM;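 active = inhibition above a set limit, the median over all tested compounds plus 3 SD, cut at about 9.5% in these data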;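 note: enzyme runs in reverse so mevalonate oxidation gives rising NADPH absorbance; 0% = complete reaction with DMSO and 100% = background rate lacking mevalonate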
TNAP act hi DEA: activators of human TNAP at high phosphate acceptor concentration | P05186 | purified TNAP, CDP-star luminescence, 1 M DEA, 30 min; active compounds read high; 0 = EDTA background, 1 = DMSO-only activity | activation factor at 20 µM | 200,000 tested, under 10 active;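 active = activation factor at least 2 at 20 µM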
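Test system – human TNAP · Doses – 20 µM single point · Incubation – 30 min, room temperature · Signal – luminescent substrate turnover signal · Read-out basis – activation factor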
bIAP inh: blocks bovine intestinal alkaline phosphatase activity | AID 1019 | purified bovine IAP, CDP-star luminescence, 30 min | inhibition, % at 20 µM | 190,000 tested, under 10 active;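 active = over 50% inhibition of intestinal alkaline phosphatase at 20 µM in the single-dose screen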
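System: Purified bovine intestinal alkaline phosphatase (IAP) enzyme | Input: IAP diluted 1/65,000,000 in the well | Also added: CDP-star chemiluminescent phosphatase substrate, 30 µM final | Dosing: 20 µM single dose | Times: Enzyme reaction for 30 min at room temperature | Detection: Luminescence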
* marks the source's active call; other numbers are inactive results; / = not tested or not shown.

Screens in order – PPARg SRC3 recr, TNAP inh no acc, PPARg SRC2 recr, bIAP act, TNAP inh hiacc, SRC2 TRFRET art, PPARg SRC1 recr, HMGR II inh, TNAP act hi DEA, bIAP inh
[1] CCCOc1ccc(C2c3c(oc4cc(C)c(C)cc4c3=O)C(=O)N2CCCN(C)C)cc1OCC (stereo not given)
  -1.1, -3.4, 3.4, 1, -2.8, 1389, -3.3, -5.5, 1, 0.5
[2] COc1ccc(C(=O)NC(C)c2nnc(SCC(=O)Nc3nc4ccccc4s3)n2C)cc1 (stereo not given)
  15.8, -10.7, 16.7, 1, -6.3, 1564, 2.7, -6.8, 1.1, -0.3
[3] O=C(NCC1COc2ccccc2O1)c1ccc(NC(=O)C(c2ccccc2)c2ccccc2)cc1 (stereo not given)
  4.6, -9.8, -1.4, 1, -4.8, 1599, -0.4, 5.4, 1, -1.8
[4] CNc1nc(SC)nc(N2CCOCC2)n1
  -5.8, -9.6, -8.0, 1, -3.4, 1379, -5.6, -5.6, 1, 1.7
[5] Cc1cc(NS(=O)(=O)c2ccc(NC(=S)NC(=O)c3ccc(F)cc3)cc2)no1
  5.2, -8.0, -4.5, 0.8, 0.3, 1527, 3.6, -2.4, 1, 19.8
[6] O=C(/C=C/NNC(=O)c1ccccc1)c1ccc(Br)cc1
  -16.4, 11.2, 5.8, 0.9, 4.6, 1565, 4.1, -4.8, 1, 13.4
[7] O=C(O)C1CC=CCC1C(=O)Nc1ccc2c(c1)OCCO2 (stereo not given)
  -3.1, -3.7, 0.0, 1.1, 2.7, 1444, -1.9, -1.1, 1, -5.9
[8] CC(=O)Nc1ccc(/C=N/N2C(C)CCCC2C)cc1 (stereo not given)
  2.9, -16.9, 8.2, 1.4, -5.4, 1657, 5.9, -6.9, 1.1, -38.3
[9] COc1ccccc1Nc1nc(N)nc(CN2CCCCCC2)n1
  -1.5, -7.2, 4.8, 1, -1.8, 1543, -11.9, -6.0, 1, -2.9
[10] CC1CN(C(=O)C2(C)CC2(Br)Br)CC(C)O1 (stereo not given)
  -0.8, -3.7, -6.1, 1, -0.1, 1443, 4.6, -3.5, 1, 4.0
[11] CCOc1ccc(C(=O)c2cc([N+](=O)[O-])ccc2N2CCOCC2)cc1
  5.3, 7.1, 4.9, 1, 1.2, 1534, 5.5, -2.5, 1, 3.0
[12] CCOc1ccc(OCC(=O)NCCc2nc3ccccc3[nH]2)cc1
  -5.2, -1.5, 1.4, 1.1, -4.0, 1492, -3.6, 6.7, 1, -8.6
[13] O=C(NCc1ccco1)/C(=C\c1cccs1)NC(=O)c1ccsc1
  -1.6, -2.3, -3.9, 1, 0.9, 1663, -3.7, 0.5, 1, 4.9
[14] CCCC(=O)c1ccc(-c2ccccc2)cc1
  -15.2, -3.1, -5.8, 0.8, -3.7, 1334, -9.8, -1.6, 1, 17.9
[15] COc1ccc(NC(=O)C2CCCCN2N)cc1OCC(C)C (stereo not given)
  0.3, -4.4, -0.2, 1, -5.2, 1410, -1.4, -1.6, 1.1, 4.3
[16] COc1cc(CCC(=O)OCC(=O)NCC2CCCCC2)cc(OC)c1OC
  0.6, -17.4, 4.2, 1.1, -4.8, 1514, 3.8, -3.2, 1, -7.3
[17] COc1ccc(OC)c(NC(=O)CSc2nnc3ccc(-c4ccncc4)nn23)c1
  -0.1, -5.9, -1.0, 0.9, -3.1, 1691, 18.6, -4.1, 1, 9.4
[18] O=C(Cn1cc([N+](=O)[O-])cn1)Nc1cccnc1
  2.7, -5.8, 2.5, 0.9, -0.7, 1526, 5.3, -7.8, 1, 9.7
[19] O=C(CC(c1cccs1)S(=O)(=O)c1ccccc1)c1ccc(F)cc1 (stereo not given)
  0.9, 1.9, 1.6, 0.9, -0.5, 1405, -8.4, -1.5, 1, 12.5
[20] COc1ccc(N2CCN(C(=O)CSc3nnc4ncccn34)CC2)cc1
  -5.4, -13.9, 6.1, 1.1, -5.1, 1582, 11.7, -3.0, 1.1, -5.0
[21] Cc1ccc(OCC(=O)Nc2cc(-c3nn4c(C)nnc4s3)ccc2C)cc1
  1.8, -10.8, 5.3, 0.9, -6.2, 1495, 4.5, -2.8, 1.1, 10.0
[22] O=C(Nc1ccccc1[N+](=O)[O-])C1(c2ccccc2)CCOCC1
  -3.6, -8.5, -7.1, 1.1, 0.1, 1359, -7.3, -1.0, 1, -10.4
[23] Cc1ccc(S(=O)(=O)Nc2ccc(-c3nnc(SCc4ccccc4Cl)o3)cc2)cc1
  -5.3, -2.0, 4.4, 1.1, -2.3, 1416, -3.7, -3.0, 1, -11.2
[24] O=C(CCN1CCC(c2ccccc2)C1)c1cccs1 (stereo not given)
  -1.8, -6.5, 5.4, 1, 2.6, 1441, 5.2, -1.7, 1, 3.3
[25] COc1cc(-c2nc3n(n2)C(c2ccncc2)C2=C(CCCC2=O)N3)cc(OC)c1OC (stereo not given)
  -1.3, -14.6, -4.3, 1.2, -4.8, 1493, -0.6, -2.8, 1, -16.8
[26] CCC(=O)Nc1cccc(NC(=O)c2ccc(C)cc2Cl)c1
  8.0, -6.7, 5.1, 1.3, -3.1, 1687, -1.7, -3.4, 1, -26.4
[27] Cc1ccc(SCCC(=O)Nc2ccc(OCc3ccccc3)cc2)cc1
  4.2, -16.0, 4.9, 0.9, 2.8, 1726, 6.9, 3.4, 1, 6.7
[28] O=C(NCC(=O)N(c1ccccc1)C(C(=O)NC1CCCC1)c1ccncc1)c1ccco1 (stereo not given)
  4.9, /, 5.0, /, /, 1590, 0.7, /, /, /
[29] Cc1ccccc1NC(=O)COC(=O)/C=C/c1cccc(C(F)(F)F)c1
  -5.4, -5.1, -10.5, 1, -1.7, 1546, 0.3, 4.0, 1, -0.2
[30] CC1(C(=O)NC2CCCCCCC2)CC1(Cl)Cl (stereo not given)
  3.4, -9.1, -0.6, 1, -2.2, 1490, 7.2, 2.2, 1, 0.9
[31] COC(=O)c1ccc(NC(=O)Cc2ccc(C)cc2)cc1
  8.0, -5.1, 3.8, 1, -12.1, 1514, 0.6, -1.8, 1.1, -0.9
[32] COC(=O)Cc1ccc(NC(=S)N2CCCCC2C)cc1 (stereo not given)
  -1.2, -9.3, 8.4, 1.1, -2.7, 1548, 5.2, -0.7, 1, -5.3
[33] CC(/C=N/Nc1nc(C)cc(C)n1)=C\c1ccc(C(C)C)cc1
  1.1, -15.7, 2.6, 1, -0.7, 1832, 3.7, 2.6, 1, 4.4
[34] Cc1ccc(-c2cn(S(=O)(=O)c3cccc4nsnc34)nc2N)cc1
  0.1, -6.0, 11.0, 0.8, -1.8, 1559, 2.0, -0.4, 1, 18.6
[35] CCN(CC)c1ccc(-n2c(C)cc(C=O)c2C)cc1
  2.1, -7.9, 3.0, 0.8, -4.5, 1536, 4.2, -2.0, 1, 16.8
[36] COCCNC(=O)/C(C#N)=C/c1cc(C)n(C2CCCCC2)c1C
  3.9, -0.9, -1.9, 1, 2.4, 1752, 3.7, -1.1, 1, -4.4
[37] CCOc1ccc2oc(C(=O)NC(C)(C)CC)c(C)c2c1
  6.7, -5.5, 7.8, 0.9, -0.7, 1553, 5.5, -5.9, 1, 7.6
[38] CCOC(=O)Cn1c(=O)oc2cc(S(=O)(=O)N(C)Cc3ccco3)ccc21
  2.6, -15.2, -8.1, 1.1, -4.5, 1580, -4.1, -0.6, 1, -8.4
[39] CCOC(=O)C(=O)Nc1nnc(Cc2ccc(OC)c(OC)c2)s1
  -9.6, -7.7, 2.6, 1, -1.5, 1695, 2.5, 7.3, 1, 1.7
[40] CNS(=O)(=O)c1cccc(C(=O)OCC(=O)C23CC4CC(CC(C4)C2)C3)c1
  6.9, -4.1, -4.4, 0.9, -2.4, 1465, -5.2, -1.9, 1, 11.6
[41] CN(C)S(=O)(=O)c1ccc(S(=O)(=O)N(CC(=O)Nc2ccccc2)CC2CCCO2)cc1 (stereo not given)
  15.5, -10.5, 4.2, 1, -5.9, 1543, 5.3, -5.0, 1.1, 3.5
[42] COc1ccc(-c2cc(-c3ccc(N)cc3)nc(N)c2C#N)cc1OC
  3.2, -7.4, 6.6, 1.1, -2.8, 1399, 4.1, 11.6*, 1, -14.7
[43] O=C(COC(=O)c1ccc(Cl)c(S(=O)(=O)N2CCCCC2)c1)NCC1CCCO1 (stereo not given)
  0.3, -15.1, 3.2, 0.8, -1.7, 1707, 5.4, -1.9, 1, 21.9
[44] NS(=O)(=O)c1ccc(NC(=O)COC(=O)COc2ccccc2)cc1
  -1.0, -3.4, 2.8, 1.2, 1.7, 1718, -1.3, -4.2, 1, -19.9
[45] N#Cc1ccc(OCC(=O)N/N=C/C2CC=CCC2)cc1 (stereo not given)
  2.1, -13.2, 4.6, 0.9, -1.0, 1422, 0.5, 0.5, 1, 5.8
[46] CC(C)c1ccccc1NC(=O)c1cccc(NC(=O)c2ccccc2)c1
  -3.6, -10.6, 9.9, 1, -4.8, 1412, -0.8, -2.2, 1, 0.0
[47] COc1ccc(/C=N/NC(=O)c2cccc(Br)c2)cc1CSc1ccccn1
  -3.6, -7.8, -11.0, 1, 4.9, 1395, -0.7, -2.4, 1, -0.4
[48] C=CCNc1nnc(SC2CC(=O)N(c3ccc(OC)cc3)C2=O)s1 (stereo not given)
  4.1, -13.8, 12.4, 0.9, -5.2, 1653, 2.9, -9.5, 1.1, 5.9
[49] Cc1ccc(C)c(NC(=O)CSc2nnc(-c3n[nH]c4ccccc34)o2)c1
  0.9, 7.2, 3.0, 1.2, -3.0, 1597, -4.3, 2.9, 1, -24.6
[50] CCOC(=O)c1ccc(NC(=O)CCC2COc3ccccc3O2)cc1 (stereo not given)
  8.1, -7.8, 4.8, 0.9, -4.1, 1427, 4.9, -3.7, 1, 6.5
[51] CCC1(C)Cc2ccccc2-c2nc(NCCO)n(-c3ccccc3)c(=O)c21 (stereo not given)
  -1.7, -2.3, 16.0, 1.1, 2.4, 1365, 0.5, 1.2, 1, -6.7
[52] COc1ccc(F)cc1C(=O)C1CCCN(C(=O)C2=C(C)OCCO2)C1 (stereo not given)
  0.6, -4.1, 10.9, 1, -0.8, 1592, 11.0, -0.7, 1, 2.5
[53] COc1cc2c(cc1OC)C(C)N(C(=O)c1cc3c(s1)-c1ccccc1OC3)CC2 (stereo not given)
  -3.7, -3.3, 3.2, 0.9, -1.4, 1667, -1.8, 0.3, 1, 9.6
[54] COc1ccc2c(c1OC)C(=O)N(c1ccccc1)C2=O
  2.4, -12.0, -9.2, 1, -6.6, 1468, -2.6, -4.0, 1.1, 3.1

Rows are unselected; about 1.6% have a hit in one of these screens.
